12-hLO inh = blocks human 12-lipoxygenase activity; P18054; purified 12-hLO, xylenol orange hydroperoxide absorbance; Potency, µM (highest dose often 57.1 µM), inactives show at the top dose activity change, negative = inhibition, hits mostly inhibitors; 150,000 tested, 0.12% active; further: potency means the concentration at half of the fitted maximal effect; nearly all actives have a fitted effect of over 55% in size; many of its hits are not listed in these tables
Target sequence (P18054 whole entry, looked up): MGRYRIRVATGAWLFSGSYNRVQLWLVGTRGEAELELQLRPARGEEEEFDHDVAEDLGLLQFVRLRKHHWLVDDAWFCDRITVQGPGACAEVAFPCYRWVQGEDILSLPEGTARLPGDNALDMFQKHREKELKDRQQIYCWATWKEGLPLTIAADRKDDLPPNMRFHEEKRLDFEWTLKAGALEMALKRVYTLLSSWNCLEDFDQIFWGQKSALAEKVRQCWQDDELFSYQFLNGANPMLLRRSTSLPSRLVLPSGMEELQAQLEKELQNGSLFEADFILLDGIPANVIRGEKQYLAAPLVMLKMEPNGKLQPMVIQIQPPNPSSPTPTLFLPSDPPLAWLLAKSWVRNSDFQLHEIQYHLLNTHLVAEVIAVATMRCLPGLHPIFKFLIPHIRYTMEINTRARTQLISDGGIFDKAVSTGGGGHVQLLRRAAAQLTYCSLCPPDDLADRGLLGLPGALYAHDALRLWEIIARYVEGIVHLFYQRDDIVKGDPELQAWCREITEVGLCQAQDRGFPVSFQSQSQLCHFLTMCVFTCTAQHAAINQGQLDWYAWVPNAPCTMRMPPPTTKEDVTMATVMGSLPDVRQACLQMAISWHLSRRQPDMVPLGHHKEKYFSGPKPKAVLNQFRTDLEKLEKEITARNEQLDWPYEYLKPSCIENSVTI
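Purified human 12hLO (150 nM), preincubated 15 min with compound, then 40 uM arachidonic acid for 30 min, room temperature, Hepes pH 7.0 with 0.01% Triton X-100. Hydroperoxide detected by ferrous iron/xylenol orange; 573/405 nm absorbance ratio gives reaction progress.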
ALOX15B inhib = inhibitors of human 15-lipoxygenase 2 (ALOX15B). O15296. AID 881. 110,000 tested, 0.56% active. Potency, µM (highest dose often 57.1 µM), for inactives: at the top dose activity change, negative = inhibition, hits mostly inhibitors. purified 15hLO-2, xylenol orange hydroperoxide absorbance; further: potency means the concentration at half of the fitted maximal effect; nearly all actives have a fitted effect of over 60% in size; many of its hits are not listed in these tables
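Purified human 15hLO-2 (50 nM final) preincubated with compounds 15 min at room temperature in 25 mM Hepes pH 7.5, 0.01% Triton X-100, then 45 uM arachidonic acid added for 90 min; hydroperoxide detected via ferrous/xylenol orange, 573/405 nm absorbance ratio.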
IMPase inh = cell-permeable inhibitors of inositol monophosphatase (IMPase); CHO-M1 cells, IP1 accumulation, HTRF TR-FRET ratio; inhibition (IP1 accumulation), % at 46.1 µM; 120,000 tested, under 10 active; P97697; active means well fitted curve in the direction sought with a large enough effect in the signal ratio, not every such curve was filed as active; inconclusive means small, poorly fitted or top-dose-only effect, or a change in a side signal; inactive means no such curve, though single readings can be large or run the other way; the % refers to the signal ratio;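 further: cells stimulated with carbachol in lithium chloride buffer; plate controls were DMSO basal wells for no effect and reference inhibitor wells for full effect; higher means more IMPase inhibition seen as more IP1 and lower FRET ratio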
Target sequence (P97697 whole entry, looked up): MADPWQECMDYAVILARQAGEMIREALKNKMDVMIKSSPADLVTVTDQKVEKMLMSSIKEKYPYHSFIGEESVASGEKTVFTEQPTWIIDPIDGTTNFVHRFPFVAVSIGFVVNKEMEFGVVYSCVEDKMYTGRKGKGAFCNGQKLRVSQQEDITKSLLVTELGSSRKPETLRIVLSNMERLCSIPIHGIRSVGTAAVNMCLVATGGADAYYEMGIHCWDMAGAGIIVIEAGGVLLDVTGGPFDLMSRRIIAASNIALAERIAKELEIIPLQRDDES
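Carbachol-driven Gq signalling in CHO-M1 cells (2000/well) generates IP1. Compounds that block IMPase raise IP1 and so reduce the FRET signal from Eu-anti-IP1 and d2-IP1 after a 10 min room-temperature lysis.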
PNC inhibitor = perinucleolar compartment assembly inhibition | PC3M PTB-GFP, PNC prevalence imaging, 16 h; stronger effect = lower value | AID 2417 | 140,000 tested, 3.1% active | activity change (PNC), negative = inhibition, % at 10 µM;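 active means readout at or below -70, meaning at least 70% loss of cells showing the perinucleolar compartment, a nuclear body marking cancer cells; inconclusive means readout between -30 and a set limit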;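 further: plate controls were DMSO wells for no effect and camptothecin positive control wells for full effect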
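PC3M cells stably expressing PTB-GFP, 750–1000 cells/well, treated 16 h at 37 °C with compound (23 nl of library stock), in duplicate. After paraformaldehyde fixation and Hoechst stain, imaged at 20x; PNC prevalence scored by image analysis.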
An asterisk follows results filed as active; ? = inconclusive; / = no result given; [ ] = dose if it differs, or a comment. Unless noted, the call rests on the fitted dose curve; in most records, active means well fitted curve in the direction sought with a large enough effect; inconclusive means small, poorly fitted or top-dose-only effect, or another doubt; inactive means no such curve, though single readings can be large; an effect the other way counts as inactive or inconclusive. Unless noted, on the % scale 0 is the no-effect control and ±100 the full control effect.

ALOX15B inhib	IMPase inh	12-hLO inh	smiles	PNC inhibitor
1%	6	4%	O=C(CN(c1ccc(Cl)c(Cl)c1)S(=O)(=O)c1ccccc1)N1CCc2ccccc2C1	85
-5%	11	-17%	Cc1cc(=O)oc(C)c1C(=O)OCC(=O)c1ccc(Cl)c(Cl)c1	-12
-1%	-6	8%	CC(C)c1ccc(OC(=O)NCCO)cc1	?
-9%	3	4%	O=C1c2ccccc2C(=O)N1c1ccc(Cl)cn1	28
/	/	-2%	COCCCNCCOCCOc1ccc(Cl)cc1C(C)(C)C	-22
/	6	-6%	CCCC1=C(C(=O)OCC)C(c2cc(Cl)cc(OC)c2OCc2ccccc2)NC(=O)N1 (configuration not stated)	71
/	/	-2%	O=C1C2C3C=CC(C4CC34)C2C(=O)N1/N=C/c1ccc(-c2cccc([N+](=O)[O-])c2)o1 (configuration not stated)	-16
-22%	1	-2%	CC1=C(C)SC(=C(C#N)c2nnc(N3CCOCC3)n2-c2ccccc2)S1	-3
8%	1	-5%	CCN1CCN(CCCNC(=O)Cn2cc3c(n2)CCCC3)CC1	?
6%	-1	0%	O=C(Nc1nc2c(s1)C(=O)CCC2)c1ccccc1	?
5%	3	-2%	O=C(c1ccco1)N1CCN(C(=O)c2oc(=O)c3ccccc3c2-c2ccccc2)CC1	1
29%	15	-8%	CCN1CCN(C(c2cccs2)C(C)NS(=O)(=O)c2ccc(Br)cc2)CC1 (configuration not stated)	16
-2%	-1	5%	COCCOC(=O)C1=C(C)NC2=C(C(=O)CCC2)C1c1ccc2c(c1)OCO2 (configuration not stated)	28
0%	3	2%	O=CNC1CCCc2c1[nH]c1ccc(Cl)cc21 (configuration not stated)	7
7%	2	-1%	COc1ccc(/C=N/n2cnnc2SCc2ccc(OC)cc2)cc1	-18
-7%	-4	4%	CCOc1cccc(C(=O)Nc2cccnc2)c1	14
3%	6	7%	COc1cccc(C2NC(CCSC)(C(=O)O)C3C(=O)N(C(C)C)C(=O)C23)c1O (configuration not stated)	11
1%	1	-4%	O=c1c2c(-c3ccccc3)csc2nc2n1CCC2	-2
-1%	2	-9%	Cc1cc(CCN2CCC(=O)NC2=S)ccc1OC(C)C	17
/	/	-2%	Cc1ccc(S(=O)(=O)N2CCC(=O)N(C(COCc3ccc(Cl)cc3)Cc3ccccc3)CC2)cc1 (configuration not stated)	37
-8%	3	1%	CCCCn1c(CN2CCN(C(=O)OCC)CC2)nc2c1c(=O)n(C)c(=O)n2C	?
/	/	-7%	CC(=C/c1ccc(C(C)C)cc1)/C=N/NC(=O)c1ccncc1	-24
-3%	-1	-5%	COc1ccccc1OC(C)C(=O)Nc1nc(-c2ccc(S(=O)(=O)N3CCOCC3)cc2)cs1 (configuration not stated)	?
7%	14	-11%	CCOc1ccc(Br)cc1/C=N/O	-19
/	/	1%	S=c1[nH]nc(-c2ccc3ccccc3n2)n1Cc1ccccc1	24
-3%	5	-1%	Cc1cnc(C(=O)OCC(=O)NC(=O)NC(C)C)cn1	?
-6%	4	-1%	O=C(c1cccc(F)c1)N1CCN(C(=O)C2CC2)CC1	35
-8%	3	-3%	COc1ccc(Cl)cc1-c1nc(-c2ccc(Br)o2)no1	?
/	?	-4%	COc1ccccc1C(=O)Nc1cc2cc(Br)ccc2oc1=O	?
-29%[0.0915 µM]	/	-15%[0.00818 µM]	COc1ccc2c(c1)C(c1ccccc1C)CC(=O)O2 (configuration not stated)	/
-22%[0.0915 µM]	/	-1%[0.00818 µM]	OC[C@@H]1[C@@H](c2ccccc2)C(c2ccc(F)cc2)=NN1c1ccccc1	/
/	/	-4%	Cc1cccc(NC(=O)/C=C/c2ccc3c(c2)OCO3)n1	46
/	/	1%	COc1ccc(NC(=S)N2CCN(C(=O)C3CCCO3)CC2)c(OC)c1 (configuration not stated)	?
/	/	-6%	CC(C)CN(C(=O)CN1CCN(c2ccc(O)cc2)CC1)c1c(N)n(CC(C)C)c(=O)[nH]c1=O	?
/	7	8%	COc1ccc(C2CC(=O)NC3=C2C(=O)CCC3)cc1Cl (configuration not stated)	-8
7%	2	1%	Nc1ccc(C(=O)OCCCc2nc3ccccc3[nH]2)cc1	7
9%	6	-1%	CCOC(=O)N1CCN(c2ccc(Cl)c(Cl)c2)CC1	?
?	6	?	C=CCSC1=N/C(=C\C=C\c2ccco2)C(=O)S1	24
-1%	-1	-3%	COCCCNC(=O)c1cc2c(=O)n(C)c3ccccc3c2n1C	38
/	/	-5%	CCOc1ccc(CNC(=S)N/N=C/c2cccnc2)cc1	?

Six consecutive compounds already listed, quoted:
ALOX15B inhib	IMPase inh	12-hLO inh	smiles	PNC inhibitor
-8%	3	1%	CCCCn1c(CN2CCN(C(=O)OCC)CC2)nc2c1c(=O)n(C)c(=O)n2C	?
/	/	-7%	CC(=C/c1ccc(C(C)C)cc1)/C=N/NC(=O)c1ccncc1	-24
-3%	-1	-5%	COc1ccccc1OC(C)C(=O)Nc1nc(-c2ccc(S(=O)(=O)N3CCOCC3)cc2)cs1 (configuration not stated)	?
7%	14	-11%	CCOc1ccc(Br)cc1/C=N/O	-19
/	/	1%	S=c1[nH]nc(-c2ccc3ccccc3n2)n1Cc1ccccc1	24
-3%	5	-1%	Cc1cnc(C(=O)OCC(=O)NC(=O)NC(C)C)cn1	?

The list continues:
ALOX15B inhib	IMPase inh	12-hLO inh	smiles	PNC inhibitor
?	12	?	O=C(c1nn2c(C(F)(F)F)cc(-c3ccco3)nc2c1Br)N1CCCc2ccccc21	?
-3%	3	-5%	COc1ccc(CC(=O)N2CC(C)CC(C)C2)cc1OC (configuration not stated)	1
17%	15	8%	Cc1cc(C)cc(N(CC(=O)N2CC=C(c3ccccc3)CC2)S(=O)(=O)c2c(C)noc2C)c1	-22
2%	-4	-2%	Cc1ccc(-n2nc3c(c2NC(=O)c2c(-c4ccccc4Cl)noc2C)CS(=O)(=O)C3)c(C)c1	?
-5%	-5	0%	CCCC(=O)Nc1ccc(NC(=O)CCc2ccccc2)cn1	-114*
8%	1	9%	CC(C)C(=O)Nc1ccc(NC(=O)c2cccnc2)cn1	?
1%	8	6%	O=C(COC(=O)Cc1ccsc1)NCC1CCCCC1	-90*
-28%	9	-18%	CCOC(=O)C1=C(C)N=C2SC(C(=O)OC)=CC(=O)N2C1c1ccc(F)cc1 (configuration not stated)	21
/	-10	-2%	O=C(NCCc1ccccc1)c1cnc2sccn2c1=O	93
/	-3	2%	CC1Cc2ccccc2N1C(=O)c1cc2sccc2n1Cc1ccc(F)cc1 (configuration not stated)	189
/	/	2%	CCc1ccc(N2C(=O)C3C4CCC(C4=C(C)C)C3C2=O)cc1 (configuration not stated)	?
10%	-6	-4%	CS(=O)(=O)N(CC(=O)Nc1ccc(CC#N)cc1)c1ccc(C23CC4CC(CC(C4)C2)C3)cc1	-18
-10%	0	-7%	CCCCNC(=O)c1onc(CSc2cc(C)ccc2C)c1C(=O)O	23
-4%[2.29 µM]	-11	2%	CCOCCn1c(SC)nc2c1c(=O)[nH]c(=O)n2C	9
-1%	13	-2%	Cc1cc(Cl)c(S(=O)(=O)N2CCSCC2)cc1OCC(N)=O	-4
-29%	4	?	Cc1oc(=O)c(NC(=O)c2ccc(Cl)cc2)cc1C(=O)c1ccccc1	-25
22%	/	-1%	O=C(O)CN(CC(=O)O)Cc1cc2c(-c3ccccc3C(=O)O)c3cc(CN(CC(=O)O)CC(=O)O)c(=O)cc-3oc2cc1O	/
-2%	-4	1%	Cc1ccccc1S(=O)(=O)Nc1nc2ccccc2nc1NCCO	?
-6%	-13	4%	CC1(C)NC(=O)N(CC(O)COc2ccc(-c3ccc(C#N)cc3)cc2)C1=O (configuration not stated)	55
15%	2	-6%	Cc1ccc(C2N(c3ccc(Cl)c(Cl)c3)C(=O)C3CCCN32)o1 (configuration not stated)	?
/	/	1%	CCCSC1=N/C(=C/c2ccsc2)C(=O)N1c1ccccc1	16
3%	-11	2%	CCCCCCn1c(NCC)nc2c1c(=O)[nH]c(=O)n2C	-93*
-17%	4	-21%	Cc1cc(C=O)c(C)n1-c1ccc(NC2CCCCC2)c([N+](=O)[O-])c1	-14
-17%	7	4%	COc1ccc2cc(/C=N/NC(=O)CSCc3ccc([N+](=O)[O-])cc3)c(Cl)nc2c1	3
-10%	-3	2%	O=C(NCc1ccc(N2CCCC2=O)cc1)c1cn(Cc2ccccc2)nn1	-29
-1%	-8	-3%	COc1c(-c2ccccc2)oc2c(ccc3occc32)c1=O	/
/	/	-4%	Cc1ccnc(NS(=O)(=O)c2ccc(NC(=O)c3cc(-c4ccccc4)nc4ccccc34)cc2)n1	110
5%	8	-4%	O=C1c2ccccc2C(=O)N1CC(O)Cn1nnc2ccccc21 (configuration not stated)	?
1%	-4	1%	CC(=O)N(c1ccc(Br)cc1)C1C=CS(=O)(=O)C1 (configuration not stated)	?
-6%	0	-19%	O=c1cc(O)n(-c2ccccc2F)c(=S)[nH]1	17
-8%	5	0%	O=C1c2ccccc2C(Nc2ccc(S(=O)(=O)N3CCCCC3)cc2)N1Cc1ccco1 (configuration not stated)	19
9%[11.4 µM]	/	-3%[11.4 µM]	Clc1ccc(CSC2=NCCN2)cc1Cl	/
6%	3	0%	O=S(=O)(NCc1ccccn1)c1ccc(Br)s1	13
-4%	10	0%	CCc1c(O)nc2sc3ccccc3n2c1=O	?
6%	7	-6%	CC12CN3CC(C)(CN(C1)C3c1ccc(Cl)cc1Cl)C2O (configuration not stated)	21
/	/	4%	CC/C(=N\NC(=O)c1ccccc1Cl)c1ccc(Br)s1	?
?	4	-10%	O=C1Nc2ccc(F)cc2C12Nc1ccccc1-c1nnc(SCc3ccccc3Cl)nc1O2 (configuration not stated)	32
-5%	8	-3%	COC(=O)c1ccccc1NC(=O)CSc1ccccc1	?
2%	10	5%	CC(C)(C)n1nnnc1C(c1cccs1)N1CCN(c2ccccc2)CC1 (configuration not stated)	?
34%[activator]	7	-2%	CCc1nc(SCc2nc3ccccc3[nH]2)c2oc3ccccc3c2n1	-25
1%	-3	-8%	Nn1c(SCC(=O)Nc2cccc(F)c2)nnc1C1CCCCC1	0
-8%[11.4 µM]	-2[1.84 µM]	7%	COc1cnc(-c2ccccn2)nc1Oc1ccccc1Cl	?
/	-1	-1%	Cc1cc(C)n(-c2nc(O)cc(=O)[nH]2)n1	?
/	-9	0%	CCOc1ccc(NC(=O)CN(c2cc(C)cc(C)c2)S(=O)(=O)c2c(C)noc2C)cc1	?
/	1	1%	COc1ccc(C(CC(=O)O)NC(=O)COc2ccccc2)cc1 (configuration not stated)	-19
-5%	7	1%	O=C(NCCN1CCOCC1)c1cc2cc(Br)ccc2oc1=O	5
-19%	/	0%	CCC(C(=O)C(C)C(O)C(C)CCc1ccc(C)c(O)c1C(=O)O)C1OC(CC)(C2CC[C@@](O)(CC)C(C)O2)CC1C (some centres not stated)	/
/	/	-5%	COc1ccc(Br)cc1/C=C/C(=O)Nc1ccc2ccccc2c1	?
8%	2	-2%	CC(C)(C)NS(=O)(=O)c1ccc(NS(=O)(=O)c2ccc(F)cc2)cc1	0

This is a subset (hit frequency here may not be typical).
